Assay outcomes: PubChem, several laboratories
phage Ecoli inh = growth loss of phage-infected E. coli, primary screen, RecBCD inhibitor project, absorbance, with phage, HTS; inhibition, % at 11.9 µM; 360,000 tested, 0.26% active; AID 651602, 2012; in the data active means inhibition above about 11%
Rtt109 Vps75 = inhibitors of C. albicans Rtt109/Vps75 HAT, primary screen, biochemical, ThioGlo CoA-SH fluorescence, plate reader; purified Rtt109/Vps75, 4 h; inhibition, % at 34.9 µM; 330,000 tested, 0.16% active; AID 540336, 2011;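 active means inhibition of at least 50% in every replicate; inconclusive means best replicate reaches 50% inhibition but some replicates fall short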
Target sequence (Q5AAJ8 whole entry, looked up): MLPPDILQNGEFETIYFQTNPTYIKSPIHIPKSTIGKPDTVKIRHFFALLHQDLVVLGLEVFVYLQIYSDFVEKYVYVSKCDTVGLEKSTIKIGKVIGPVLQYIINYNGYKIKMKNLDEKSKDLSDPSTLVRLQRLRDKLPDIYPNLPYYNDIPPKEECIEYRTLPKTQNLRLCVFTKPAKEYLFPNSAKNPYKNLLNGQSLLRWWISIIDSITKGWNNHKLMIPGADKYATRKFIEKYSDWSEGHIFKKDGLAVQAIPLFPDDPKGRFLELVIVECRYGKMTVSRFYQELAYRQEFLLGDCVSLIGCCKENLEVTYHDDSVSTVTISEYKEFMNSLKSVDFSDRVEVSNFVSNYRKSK
DAGLB inh = DAGLB lipase inhibitors, primary screen, biochemical, fluorescence, HTS. Diacylglycerol lipase-beta (Homo sapiens), Q8NCG7. HEK293T DAGLB membrane lysate, EnzChek fluorogenic substrate. inhibition, % at 5.17 µM. 340,000 tested, 0.059% active; in the data active means inhibition above about 34%;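 further: 0% = enzyme with vehicle and 100% = wells lacking enzyme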
Target sequence (Q8NCG7 whole entry, looked up): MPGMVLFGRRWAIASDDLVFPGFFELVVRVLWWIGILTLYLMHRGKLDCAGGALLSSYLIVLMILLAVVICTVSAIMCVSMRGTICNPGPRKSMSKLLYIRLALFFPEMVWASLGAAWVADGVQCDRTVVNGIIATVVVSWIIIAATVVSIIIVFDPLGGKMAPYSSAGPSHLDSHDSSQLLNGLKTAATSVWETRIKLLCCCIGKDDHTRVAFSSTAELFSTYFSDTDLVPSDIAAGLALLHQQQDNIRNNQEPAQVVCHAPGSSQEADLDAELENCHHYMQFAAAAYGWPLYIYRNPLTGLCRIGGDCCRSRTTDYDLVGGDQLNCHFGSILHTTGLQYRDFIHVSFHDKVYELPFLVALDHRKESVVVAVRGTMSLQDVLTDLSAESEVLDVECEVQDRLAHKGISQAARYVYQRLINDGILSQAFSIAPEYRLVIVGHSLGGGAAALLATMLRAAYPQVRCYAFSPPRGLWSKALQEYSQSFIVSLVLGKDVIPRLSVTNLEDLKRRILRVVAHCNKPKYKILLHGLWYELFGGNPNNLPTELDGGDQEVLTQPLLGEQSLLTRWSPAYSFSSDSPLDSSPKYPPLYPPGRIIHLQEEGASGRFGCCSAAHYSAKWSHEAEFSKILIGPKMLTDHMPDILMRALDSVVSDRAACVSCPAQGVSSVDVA
PfHsp90 yeast 2 = growth inhibition of PfHsp90-expressing yeast, primary screen, antimalarial PfHsp90 inhibitor project, S. cerevisiae, BacTiter-Glo luminescence, single point, set 2 | BacTiter-Glo ATP, 48 h; yeast lacking PDR1 and PDR3 efflux regulators | inhibition, % at 9.4 µM | 310,000 tested, 0.32% active | AID 504621, 2011;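 active means every replicate shows inhibition above about 80%, whatever the replicate mean, limit read from the data; inconclusive means mean inhibition reaches the set limit but some replicate falls short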;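 further: 0% = DMSO neutral controls and 100% = 20 µM radicicol positive controls; yeast relying on Plasmodium falciparum Hsp90 in place of its own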
AddAB inh = growth inhibition of E. coli expressing H. pylori AddAB, primary screen, AddAB inhibitor project, absorbance; inhibition, % at 11.9 µM; 330,000 tested, 0.29% active; AID 435030, 2010; in the data active means inhibition above about 12%;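 further: 0% = vehicle wells of infected cells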
Wnt act = Wnt/beta-catenin pathway activators, primary screen, cell-based, plate reader, single point; Wnt/beta-catenin reporter cell assay, activator; activation, % at 9.35 µM; 300,000 tested, 1.2% active; in the data active means activation above about 30%, passing the limit was not always enough; inconclusive means no clear call, values can overlap the other calls;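 further: 0% = neutral control wells and 100% = positive control wells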
Tat export inh = E. coli Tat export inhibitors, primary screen, MC4100, TorA-mCherry reporter, fluorescence, single point | inhibition, % at 10 µM | 340,000 tested, 0.036% active | AID 488895, 2010;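 active means mean replicate inhibition at least 50% and at least half of replicates individually reaching 50%; inconclusive means only one of the two criteria met; inactive means neither criterion met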;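 further: exported cargo escapes ClpAP degradation while cytoplasmic cargo is degraded and loses fluorescence; 0% = median of neutral control wells and 100% = median of NaSCN control wells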
PvdQ inh = P. aeruginosa PvdQ acylase inhibitors, primary screen, biochemical, fluorescence, plate reader and imaging, single point | 340,000 tested, 0.063% active | purified PvdQ acylase | AID 488965, 2010 | PvdQ acylase [Pseudomonas aeruginosa LESB58] | inhibition, % at 10 µM; in the data active means inhibition above about 30%, passing the limit was not always enough; inconclusive means no clear call, values can overlap the other calls;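 further: 0% = vehicle neutral wells and 100% = reference inhibitor wells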
E coli growth = E. coli V3065 growth inhibition, primary screen, counter-screen for AddAB inhibitor project, absorbance, OD600; 18 h; inhibition, % at 11.9 µM; 330,000 tested, 0.27% active; AID 449728, 2010;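 active means inhibition above the campaign's mean inhibition across all tested compounds plus 3 SD, cut at about 9.9% in these data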;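 further: uninfected addAB+ strain grown without phage in ampicillin broth; 0% = DMSO wells and 100% = ciprofloxacin 0.95 µg/ml wells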
CAL PDZ inh = CAL PDZ peptide-binding inhibitors, primary screen, biochemical, fluorescence polarization, Cer-tagged CAL PDZ, HTS | purified CAL PDZ, TMR-peptide fluorescence polarization, 1 h | AID 504414, 2011 | inhibition, % at 20 µM | 330,000 tested, 0.02% active | Golgi-associated PDZ and coiled-coil motif-containing protein (Homo sapiens), Q9HD26;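 active means highest replicate inhibition of at least 40%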;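 further: plate controls were DMSO neutral control wells for no effect and unlabeled competitor peptide control wells for full effect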
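System: tagged CAL PDZ domain. Schedule: 1 h room-temperature incubation prior to read. Signal: fluorescence polarization (mP). Measure: percent inhibition from loss of millipolarization.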
* hit, by the source's call; ? = inconclusive; / = no result given; & = joins results of further samples. Not a hit list. Share with any hit: about 1.9%.

Compound	phage Ecoli inh	Rtt109 Vps75	DAGLB inh	PfHsp90 yeast 2	AddAB inh	Wnt act	Tat export inh	PvdQ inh	E coli growth	CAL PDZ inh
Cc1[nH]c(=O)[nH]c(=O)c1S(=O)(=O)Nc1ccc(F)cc1Cl	-0.3	2	0	-17	/	-1	-3	2	/	-14
CCCC(=O)Nc1ccccc1NC(=O)C1CCCCC1	2.4	-2	0	0	6.7	-5	-10	2	1.8	-0.6
C[N+]12CCC(CC1)C(OC(=O)C(O)(c1ccccc1)c1ccccc1)C2 (stereo unspecified)	1.6	4	3	21	-4.0	1&2	2	-3	-0.8	-0.7
Cn1c(C(O)c2ccc(Br)cc2)nc(Cl)c1Cl (stereo unspecified)	8.1	7	-5	-8	8.8	-3	-10	-8	2.0	-0.8
COc1ccc(S(=O)(=O)N2c3ccccc3OCC2c2ccccc2)cc1 (stereo unspecified)	2.5	10	-12	34	-0.2	-15	-5	9	-1.5	-1.0
COc1ccc(OC)c(C(=O)Cn2c3[n+](c4ccc(C(F)(F)F)cc42)CCCCC3)c1	1.2	21	0	/	0.5	-1	-4	6	-0.6	-3.6
CC1c2ccccc2-c2ccccc2N1C (stereo unspecified)	3.4	-6	1	-16	/	-3	-2	-18	/	-1.2
Cc1ccc(C(C)C)c(OCc2nn(CC(=O)c3ccc(Cl)cc3)c3[n+]2CCCCC3)c1	3.8	?	6	/	3.4	-6	44	-4	2.6	-1.6
O=C(c1ccco1)N1CCN(C(=O)C(Cc2ccccc2)NS(=O)(=O)c2cccs2)CC1 (stereo unspecified)	2.2	-2	1	/	3.1	/	22	3	2.6	-3.0
COc1ccc(-c2nnc(SCC(=O)Nc3c(Cl)cc(Cl)cc3C(=O)O)o2)cc1	2.5	-4	-1	15	-1.2	5	-5	23	-2.0	-0.1
Cc1ccc(-c2nnc(N3CCN(c4ccccn4)CC3)c3ccccc23)cc1	1.3	1	2	-9	0.8	/	6	-6	-0.3	-1.8
COc1ccc(S(=O)(=O)N(CCCN2CCCC2=O)Cc2cc3c(C)cc(C)cc3[nH]c2=O)cc1	1.0	6	-6	-11	/	/	10	-2	/	-0.6
C/C(=N\NC(=O)CN(c1ccccc1)S(=O)(=O)c1ccccc1[N+](=O)[O-])C(C)(C)C	2.0	-1	-1	13	1.7	1	-2	-18	0.9	-2.2
COc1ccc(/C(C)=N/NC(=O)c2ccc3nc[nH]c3c2)cc1	-1.2	-1	-2	25	-0.1	0	-3	-8	-1.6	-2.6
O=C1NC(=S)SC1=Cc1ccc(F)cc1	2.5	34	17	/	/	4	2	-7	/	-1.0

Profiles from above. Values in the order: phage Ecoli inh | Rtt109 Vps75 | DAGLB inh | PfHsp90 yeast 2 | AddAB inh | Wnt act | Tat export inh | PvdQ inh | E coli growth | CAL PDZ inh
COc1ccc(S(=O)(=O)N(CCCN2CCCC2=O)Cc2cc3c(C)cc(C)cc3[nH]c2=O)cc1 is entered as 1.0 | 6 | -6 | -11 | / | / | 10 | -2 | / | -0.6
COc1ccc(OC)c(C(=O)Cn2c3[n+](c4ccc(C(F)(F)F)cc42)CCCCC3)c1 is entered as 1.2 | 21 | 0 | / | 0.5 | -1 | -4 | 6 | -0.6 | -3.6

(next part)
Compound	phage Ecoli inh	Rtt109 Vps75	DAGLB inh	PfHsp90 yeast 2	AddAB inh	Wnt act	Tat export inh	PvdQ inh	E coli growth	CAL PDZ inh
CCOc1ccccc1C(=O)Nc1nnc(COC)s1	1.2	-3	-2	8	0.1	/	-1	-8	1.6	-0.6
O=C(O)CSc1nc2ccccc2nc1Cc1ccccc1F	1.4	-6	-2	2	0.0	2	-5	19	-0.5	-0.3
O=C(CCc1ccccc1)N[C@@H]1c2ccccc2CC[C@@H]1OCc1ccccc1	0.2	-2	-7	13	0.2	-4	-1	-2	0.2	-1.0
Cc1ccc(OCC(=O)Nc2ccc(C(N)=O)cc2)cc1	-0.9	1	-3	4	1.4	1	2	-9	-0.8	-0.6
CC(=O)c1ccc(N2CCN(C(=O)CCCc3nc4ccccc4s3)CC2)cc1	4.4	13	-1	-13	-0.5	-9	-6	2	0.3	-1.0
Fc1ccccc1Nc1ncnc2c1nnn2Cc1ccccc1	1.1	-4	-4	24	0.3	-1	-7	-11	-2.9	-1.7
CC1(C)Oc2ccc3ccc(=O)oc3c2C[C@H]1O[C@@H]1O[C@H](CO)[C@@H](O)[C@H](O)[C@H]1O	3.0	6	2	-9	2.1	4	2	1	1.1	0.6
CC(=O)c1ccc(-c2ccc(C(=O)Nc3nc(C)c(C(C)=O)s3)o2)cc1	3.7	4	1	6	3.5	2	-1	-8	1.6	0.3
O=C(CCCn1c(SCC(=O)Nc2ccccc2Cl)nc2ccccc2c1=O)NCC1CCCO1 (stereo unspecified)	-1.6	-9	3	9	2.4	-2	12	10	0.1	-0.5
Cc1occc1C(=O)/C(C#N)=C/c1ccc(O)c(Br)c1	0.8	11	9	-11	1.2	-2	-3	8	0.6	-1.3
CC(=O)Oc1ccc2nc(-c3ccco3)oc(=O)c2c1	1.8	-9	-5	21	-1.4	2	16	-11	-1.9	-1.2
CCC(CCNC(=O)c1ccccc1)(CCNC(=O)c1ccccc1)[N+](=O)[O-]	2.3	-6	-1	16	/	2	-1	-12	/	-0.3
CCN(CC)c1ccc(/C=N/NC(=O)c2ccco2)c(O)c1	0.2	-4	7	6	-4.6	23	20	-17	-2.3	-1.1
Cc1cc(C)cc(-n2c(SCC(=O)NCc3ccco3)nc3ccccc3c2=O)c1	-1.2	-3	0	-5	1.8	/	6	-12	2.5	-0.3
O=C(CNS(=O)(=O)c1ccc(Br)cc1Cl)OCC(=O)N1CCCC1=O	1.1	-3	1	-11	0.8	1	-11	-9	1.8	-2.9
CNc1nc(-c2ccccc2)cc(C)c1S(C)(=O)=O	3.1	-177	-5	-19	-1.6	2	0	-5	0.5	-2.3
Cc1ccc(CNC(=O)COC(=O)c2ccc(Br)cc2)cc1	1.4	-7	-5	-3	-0.3	/	-4	-13	0.1	0.1
O=C(CNCc1cccs1)Nc1ccc(N2CCCCCC2)cc1	3.9	-2	-4	8	3.3	3	3	2	0.6	0.2
COc1ccc(N2CCN(C(c3cccs3)C(C)NC(=O)C(=O)N3CCOCC3)CC2)cc1 (stereo unspecified)	0.2	0	3	11	4.2	-1	-5	-22	0.7	-0.9
c1ccc(OCCSc2nnnn2-c2ccccc2)cc1	3.5	3	-12	-34	-0.7	/	13	-3	-0.7	-1.0
CCOc1cc(/C=N/n2c(C)nc3sc(C)c(C)c3c2=O)ccc1O	5.3	-6	-6	-7	-0.9	-1	-19	-16	0.3	-0.3
O=C(c1cc(COc2ccc(F)c(F)c2)on1)N1CCOCC1	2.5	-3	1	-4	3.0	27	1	7	-0.7	0.1
Nc1ccccc1SCC(=O)Nc1nccs1	3.6	-18	1	4	1.9	1	-25	-13	0.0	-0.7
CCOc1ccc(N(CC(=O)NC2CCCC2)C(=O)CCC(=O)Nc2ccccn2)cc1	0.3	-9	-2	10	0.0	/	-4	-7	0.4	0.0
Cc1ccc(-c2noc(CCC(=O)NCCCN3CCN(c4ccc(F)cc4)CC3)n2)cc1	2.5	0	1	-3	1.9	/	4	-24	-0.7	-0.3
COc1ccc(NC(=O)[C@H](NC(=O)[C@@H]2Cc3ccccc3CN2)c2ccccc2)cc1	-3.1	3	-3	-3	3.4	-1	-1	-5	1.2	-1.6
COC(=O)C1=C(C)OC(N)=C(C#N)C1c1cc2cc(C)ccc2nc1Cl (stereo unspecified)	3.2	7	2	25	-1.2	1	-7	-16	0.2	-1.1
[O-]/[N+](=C/c1ccc(F)cc1)c1ccccc1	0.2	0	-4	/	1.6	3	1	-7	1.3	0.2
Cn1nnnc1SCCNC/C=C/c1ccccc1	1.5	12	-1	-5	-1.5	/	-3	-10	-0.8	0.9
Cc1ccc(N2C(=O)c3cccc4c(Oc5ccccc5[N+](=O)[O-])ccc(c34)C2=O)c(C)c1	2.0	3	-6	7	-0.6	2	6	-12	0.5	-0.4
CCOCCCNC(=O)C(c1ccccc1)N(Cc1cccs1)C(=O)c1ccccc1O (stereo unspecified)	3.9	-4	-2	-111	3.1	-1	-8	-23	2.2	-0.4
CN(CC(=O)NC1CCCCCC1)S(=O)(=O)c1ccc2c(c1)n(C)c(=O)c(=O)n2C	1.9	-19	-4	-2	-1.8	-3	6	-18	-0.8	0.2
O=C(Nc1ccc(C(F)(F)F)cc1)c1ccccc1-n1cnnn1	3.0	3	-1	-7	1.3	-3	-1	-9	0.7	-1.4
CCCn1nc2cc(C(=O)N(CC)c3ccc(OC)cc3)ccc2c1OCC	4.0	6	3	9	3.9	-3	5	-14	0.0	0.5
O=C(/C=C/c1ccco1)Nc1ccc2nc3n(c(=O)c2c1)CCCC3	4.3	-33	2	6	1.5	24	-3	-7	-0.3	-2.7
O=C(COc1ccc(Nc2ccccc2)cc1)OCC(=O)N1CCCCC1	1.2	1	4	11	2.4	0	5	-12	-0.9	0.2
Cc1ccc(Cn2c(=N)c(C(=O)NCC3CCCO3)cc3c(=O)n4cccc(C)c4nc32)cc1 (stereo unspecified)	-2.7	-384	2	-8	0.7	-1	-7	-13	2.1	-3.0
CCOc1cc(N2CCOCC2)c(OCC)cc1NC(=O)COC(=O)c1c(CC)noc1C	3.3	0	-2	19	-1.7	0	-8	1	-0.6	-0.9
C[C@]12C[C@H](O)[C@H]3[C@@H](CCC4=CC(=O)CC[C@@]43C)[C@@H]1CC[C@@H]2C(=O)CO	2.9	7	2	-7	-3.8	2&-2	-11	8	1.3	-0.4
O=C(CSc1nnnn1-c1ccccc1Cl)Nc1ccc2c(c1)OCCO2	1.7	10	-3	11	5.6	-5	6	14	-1.1	0.4
COCCNC(=O)c1c(CSc2ccccc2)noc1C(=O)NCc1ccccc1	1.0	-5	-3	5	4.0	10	15	4	1.5	1.3
O=[N+]([O-])c1ccc(C(O)CSC(=S)N2CCCCC2)cc1 (stereo unspecified)	2.9	-7	-5	8	1.6	19	-1	-8	0.0	-1.3
CCOC(=O)c1ccc2c(c1)NC(=O)C(N1CCN(c3ccc(OC)cc3)CC1)S2 (stereo unspecified)	3.0	0	-1	-3	-2.3	-6	-3	-2	-1.9	0.4
O=[N+]([O-])c1cccc(-c2nnc3c4ccccc4c4ccccc4n23)c1	0.5	3	-1	-20	-1.1	-3	-7	-9	-1.3	-1.7
CCCOC(=O)/C(=C\c1ccc([N+](=O)[O-])o1)NC(=O)c1ccccc1	0.0	-1	1	12	-0.4	2	-6	-5	1.1	-0.7
O=C(C1=C(O)C(=O)N(CCCN2CCOCC2)C1c1ccc(Cl)cc1)c1cc2ccccc2o1 (stereo unspecified)	2.2	/	/	/	1.0	1	/	/	-3.8	/
CCOc1ccc(NC(=O)NNC(=O)c2cc3ccccc3cc2O)cc1	3.8	-3	3	-18	7.8	0	0	6	7.0	-0.7
